LDHA inh – blocks human lactate dehydrogenase A. activity change, % (values are at about 110 or 230 µM). purified LDHA, NADH/diaphorase-resazurin fluorescence; stronger effect = lower value. AID 1347041. actives 0.15% (n = 480,000). P00338; in the data active means activity change below about -30%; inconclusive means mostly about -25% to -30%;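 further: plate controls were DMSO wells for no effect and wells without enzyme for full effect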
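Human LDH5 at 2 nM final in Tris HCl pH 7.4 with 0.06 mM NADH and 0.2 mM pyruvate, reacted 5 minutes at room temperature. Remaining NADH coupled via diaphorase/resazurin; resorufin fluorescence read at 0 and 20 minutes, normalized to enzyme-free and DMSO wells.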
Vif-APOBEC3G blk – inhibitors of Vif-APOBEC3G interaction | Potency, µM (highest dose often 46.1 µM), without a hit: top-dose activity, negative = active, hits mostly inhibitors | HeLa A3G-eYFP + Vif (tagged APOBEC3G with the HIV-1 protein that degrades it), YFP fluorescence, overnight | AID 602310 | actives 0.076% (n = 410,000) | Q9HC16;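 further: potency means the concentration at half of the fitted maximal effect; on the % scale 0 is the no-effect control and ±100 the full control effect; nearly all actives have a fitted effect of over 60% in size; hits raise eYFP signal because A3G escapes Vif-driven loss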
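Read-out is eYFP fluorescence (Ex 488/Em 500-530) from Vif-expressing HeLa A3G-eYFP cells; more signal means A3G escaped Vif-mediated degradation. Cells plated overnight, compound pinned in, incubated overnight at 37 deg C.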
ALOX12 inh – blocks human arachidonate 12S-lipoxygenase | P18054 | purified 12hLO, xylenol orange hydroperoxide absorbance | Potency, µM (highest dose often 108 µM), inactives show top-dose activity change, negative = inhibition, usual class: inhibitors | actives 1.1% (n = 580,000); further: potency means the concentration at half of the fitted maximal effect; on the % scale 0 is the no-effect control and ±100 the full control effect
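Purified human 12hLO (150 nM final) in 25 mM Hepes, 0.01% Triton X-100, pH 7.0 was preincubated 15 min at room temperature with compound. Then 40 uM arachidonic acid was added, 30 min. Hydroperoxide was read by Fe-XO absorbance ratio 573/405 nm.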
ERG-DNA inh – blocks human ERG Ets domain binding to DNA. P11308. fluorescence polarization, His-ERG Ets domain / labelled DNA. Potency, µM (titrated, usually from 76.9 µM), inactives show at the highest dose FP activity, negative = inhibition, hits mostly inhibitors. actives 0.028% (n = 370,000); active means well fitted inhibition curve with a large enough effect in the polarisation, with a control signal flat; inconclusive means small, poorly fitted or top-dose-only effect, or effect the other way, or a change in a side signal; inactive means no such curve, though single readings can be large or run the other way; the % refers to the polarisation;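 further: polarization taken with two DNA probes labelled with fluorescein and Texas red; potency means the concentration at half of the fitted maximal effect; % of control where 0% means no effect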
Target sequence (P11308 whole entry, looked up, the tested form may be a part): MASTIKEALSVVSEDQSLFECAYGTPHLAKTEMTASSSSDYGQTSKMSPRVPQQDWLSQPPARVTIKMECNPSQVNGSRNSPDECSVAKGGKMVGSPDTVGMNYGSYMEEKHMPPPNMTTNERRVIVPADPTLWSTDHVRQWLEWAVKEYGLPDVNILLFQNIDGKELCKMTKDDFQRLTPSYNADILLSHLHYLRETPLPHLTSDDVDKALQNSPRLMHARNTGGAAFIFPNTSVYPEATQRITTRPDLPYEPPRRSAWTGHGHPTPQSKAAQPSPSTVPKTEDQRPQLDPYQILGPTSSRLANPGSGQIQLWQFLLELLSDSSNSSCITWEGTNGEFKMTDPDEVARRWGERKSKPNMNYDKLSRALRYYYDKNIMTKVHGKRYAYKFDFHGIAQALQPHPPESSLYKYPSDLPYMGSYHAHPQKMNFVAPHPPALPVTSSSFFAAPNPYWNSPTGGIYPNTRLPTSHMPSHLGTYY
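His-tagged ERG Ets domain (1 uM in the protein solution; 300mM KCl, 50mM Tris-HCl, 1mM EDTA, 1mM DTT, pH 7.5) received compound, then a probe mix of 5 nM fluorescein-DNA and 100nM Texas-615-DNA. Fluorescence polarization was read for both dyes.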
D2 agonist – D2 dopamine receptor (human) agonism; P14416; HEK293 T-REx D2 cells, calcium flux agonist mode; activation, % at 2 µM; actives 0.53% (n = 340,000); AID 485358;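 active means activation over 3 SD above normal in the single-dose calcium agonist read, cut at about 30% in these data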; further: 0% is about no effect
Target sequence (P14416 whole entry, looked up): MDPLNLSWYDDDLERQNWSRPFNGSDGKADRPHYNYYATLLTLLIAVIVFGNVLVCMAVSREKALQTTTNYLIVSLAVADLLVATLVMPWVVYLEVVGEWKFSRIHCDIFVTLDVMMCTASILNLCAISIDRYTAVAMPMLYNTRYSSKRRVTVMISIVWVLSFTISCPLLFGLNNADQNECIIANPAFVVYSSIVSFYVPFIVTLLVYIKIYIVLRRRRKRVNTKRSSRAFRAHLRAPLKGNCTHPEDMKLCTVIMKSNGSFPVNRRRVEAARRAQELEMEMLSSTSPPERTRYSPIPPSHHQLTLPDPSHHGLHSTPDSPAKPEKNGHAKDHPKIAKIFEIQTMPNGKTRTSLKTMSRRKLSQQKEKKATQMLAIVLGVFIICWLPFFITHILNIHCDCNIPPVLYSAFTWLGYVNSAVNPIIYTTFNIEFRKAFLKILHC
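Tetracycline-induced HEK293 Trex cells with D2 receptor force-coupled to calcium signaling, plated overnight at 30 C and loaded with no-wash calcium dye. Calcium flux read kinetically for 180 s after compound addition; responses flag agonists.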
Glioma ERSR ind – inducers of ER stress response in human glioma cells; U87-MG GRP78 promoter luciferase reporter, 16 h; Potency, µM, for the others: at the top dose activation, most hits filed as activators; actives 0.02% (n = 420,000); further: potency means the concentration at half of the fitted maximal effect; series mostly up to about 76 µM; % of control where 0% means no effect; nearly all actives have a fitted effect of over 35% in size
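Stably transfected U87-MG human glioma cells carrying a GRP78-based luminescent sensor were seeded at 1000 cells/well, pin-dosed with compounds and incubated 16 h. Luciferase reagent was then added, and end-point luminescence was read after 10 min at room temperature.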
Vif-APOBEC3F blk – blocks the Vif interaction with APOBEC3F. HeLa A3F-eYFP + Vif (tagged APOBEC3F with the HIV-1 protein that degrades it), YFP fluorescence increase. actives 0.2% (n = 390,000). AID 602313. Potency, µM (series often up to 46.1 µM), without a hit: at the highest dose activity, negative = active; further: potency means the concentration at half of the fitted maximal effect; % of control where 0% means no effect; nearly all actives have a fitted effect of over 65% in size
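Fluorescence increase (Ex 488/Em 500-530) after overnight compound treatment at 37 deg C flags inhibition of Vif-driven A3F-eYFP loss in stable HeLa A3F-eYFP/Vif cells seeded overnight beforehand.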
D2 antagonist – antagonizes the human D2 dopamine receptor. AID 485344. HEK293 TREx D2 cells, calcium flux, dopamine EC80. P14416. actives 2% (n = 340,000). inhibition, % at 10 µM; in the data active means inhibition above about 30%; further: 0% is about no effect
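Tetracycline-induced HEK293 TREx cells expressing D2 receptor forced-coupled to calcium signalling, loaded with no-wash calcium dye. Compounds added and calcium flux read 180 s, then dopamine added at EC80 and read a further 180 s.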
RGS4 inhibitor – human RGS4 inhibition. actives 0.039% (n = 390,000). Transcreener GDP fluorescence polarization, RGS4-accelerated GTP hydrolysis. Potency, µM (highest dose often 114 µM), inactives show top-dose activity change, negative = inhibition, hits mostly inhibitors. P49798; further: potency means the concentration at half of the fitted maximal effect; on the % scale 0 is the no-effect control and ±100 the full control effect; nearly all actives have a fitted effect of over 75% in size; some results filed as inactive show a strong effect at the top dose
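MLSMR compounds (23 nl, pin-transferred) preincubated 10 min at room temperature with a 500nM (2x) first reagent, then RGS4 at 900nM (2x) plus Transcreener GDP mix added; fluorescence polarization (620/688 nm) read before and after 90 min at 30 °C.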
The depositor's hits bear a star; ? = inconclusive; nt = not tested or not shown; & = joins results of further samples; [ ] = remark or other dose. Unless noted, the call rests on the fitted dose curve; in most records, active means well fitted curve in the direction sought with a large enough effect; inconclusive means small, poorly fitted or top-dose-only effect, or another doubt; inactive means no such curve, though single readings can be large; an effect the other way counts as inactive or inconclusive. Only part of the results is shown, so the mix of outcomes need not match the whole.

SMILES	LDHA inh	Vif-APOBEC3G blk	ALOX12 inh	ERG-DNA inh	D2 agonist	Glioma ERSR ind	Vif-APOBEC3F blk	D2 antagonist	RGS4 inhibitor
O=C(Nc1ccc(F)c(F)c1)C1CCCN1S(=O)(=O)c1ccc(F)cc1 (stereo not given)	-1	8%	10%	2%	-0.7	-4%	-5%	15	-22%
Cc1cc(C)cc(NC2=NCC(=O)N2Cc2ccccc2)c1	2	-4%	?	-3%	-0.6	-1%	-5%	2	-11%
CC(=O)Cc1nsc(NC(=O)c2ccc(Cl)cc2Cl)n1	-14	-5%	-6%	-4%	nt	4%	-2%	nt	5%
O=C(Nc1cccc(S(=O)(=O)N2CCOCC2)c1)C1CCCN(C(=O)c2ccc(Cl)cc2)C1 (stereo not given)	-4	0%	2%	-9%	2.2	3%	2%	-15	15%[11.4 µM]
Fc1ccc(-c2csc(Nc3ccccn3)n2)c(F)c1	-1	8%	-59%	6%	-0.9	2%	-27%	-3	8%
CC(NC(=O)c1ccc2c(c1)OCCO2)c1ccc(S(N)(=O)=O)cc1 (stereo not given)	-9	-1%	-1%	1%	0.6	1%	5%	-7	8%
CC1=C(C(=O)N2CCOCC2)CC(CC(=O)NCCN2CCOCC2)C(=O)N1Cc1ccc(C(C)(C)C)cc1 (stereo not given)	-10	0%	?	nt	nt	-4%	-11%	nt	nt
O=C(NCCS(=O)(=O)NCc1ccccc1)c1ccccc1	-8	4%	18%	12%	1.5	-4%	-17%	0	8%
Cc1ccc(-c2cc(C(=O)N3CCC(C)CC3)c3ccccc3n2)cc1	0	-3%	-15%	-1%	nt	2%	-8%	nt	-24%
COc1ccc(-c2noc(CCCC(=O)NC3CCCC3)n2)cc1	-2	2%	-9%	8%	0.7	-12%	14%	-5	-12%

Looked up above.
Entry of O=C(NCCS(=O)(=O)NCc1ccccc1)c1ccccc1 under ALOX12 inh: 18%
Entry of O=C(Nc1cccc(S(=O)(=O)N2CCOCC2)c1)C1CCCN(C(=O)c2ccc(Cl)cc2)C1 (stereo not given) under Vif-APOBEC3F blk: 2%
Entry of Cc1cc(C)cc(NC2=NCC(=O)N2Cc2ccccc2)c1 under Glioma ERSR ind: -1%

Complete entries, quoted from the list. Order of screens: LDHA inh, Vif-APOBEC3G blk, ALOX12 inh, ERG-DNA inh, D2 agonist, Glioma ERSR ind, Vif-APOBEC3F blk, D2 antagonist, RGS4 inhibitor
COc1ccc(-c2noc(CCCC(=O)NC3CCCC3)n2)cc1 across the screens: -2, 2%, -9%, 8%, 0.7, -12%, 14%, -5, -12%
Cc1cc(C)cc(NC2=NCC(=O)N2Cc2ccccc2)c1 across the screens: 2, -4%, ?, -3%, -0.6, -1%, -5%, 2, -11%

Continuation.
SMILES	LDHA inh	Vif-APOBEC3G blk	ALOX12 inh	ERG-DNA inh	D2 agonist	Glioma ERSR ind	Vif-APOBEC3F blk	D2 antagonist	RGS4 inhibitor
Cc1ccc(NC(=O)/C=C/c2ccc(Cl)cc2)c(Br)c1	-5	2%	-8%	2%	0.9	0%	3%	nt	7%
COc1ccc(-c2cc3nc(C4CCN(C(=O)OC(C)(C)C)CC4)c(C(=O)Nc4cc(C)cc(C)c4)cn3n2)cc1	-15	2%	2%	1%	0.3	-1%	2%	nt	8%
O=C(NCCc1ccccc1Cl)C1CCN(c2nc3ccccc3nc2C(F)(F)F)CC1	-3	6%	-5%	4%	-0.3	-2%	-1%	nt	14%
O=C(c1cccc(S(=O)(=O)N2CCCC2)c1)N1CCN(S(=O)(=O)c2cccc(Cl)c2)CC1	-8	2%	0%	5%	nt	-5%	13%	nt	21%
CCN1CCN(CCCNC(=O)C2c3ccccc3C(=O)N(C)C2c2ccc(OC)cc2)CC1 (stereo not given)	-4	1%	0%	-5%	-0.1	-2%	9%	4	-8%[11.4 µM]
Cc1ccccc1OCc1nnc(SCC(=O)NCc2ccccc2)n1C	4	-7%	0%	-6%	-0.5	-5%	1%	8	12%[56.9 µM]
Cc1cc(C)n(CC(=O)n2c(C)c(C)c3ccccc32)n1	0	-3%	-21%	2%	0.0	-4%	-9%	-5	-47%
CC1(C)CC(=O)C2=C(C1)NC1=C(C(=O)c3ccccc31)C2c1cc([N+](=O)[O-])ccc1O (stereo not given)	-6	-7%	?	6%	-1.1	-6%	-3%	-5	?
COc1ccc(NC(=O)c2ccco2)cc1NC(=O)c1cccc(OC(C)C)c1	-2	-1%	1%	3%	0.8	-3%	-7%	-14	-5%
Oc1cc(CNC2CCCCC2)c(O)cc1CNC1CCCCC1	33	-3%	?	-9%	nt	-3%	-1%	nt	-47%

Random excerpt: three compounds from above.
SMILES	LDHA inh	Vif-APOBEC3G blk	ALOX12 inh	ERG-DNA inh	D2 agonist	Glioma ERSR ind	Vif-APOBEC3F blk	D2 antagonist	RGS4 inhibitor
COc1ccc(NC(=O)c2ccco2)cc1NC(=O)c1cccc(OC(C)C)c1	-2	-1%	1%	3%	0.8	-3%	-7%	-14	-5%
Cc1ccc(NC(=O)/C=C/c2ccc(Cl)cc2)c(Br)c1	-5	2%	-8%	2%	0.9	0%	3%	nt	7%
CCN1CCN(CCCNC(=O)C2c3ccccc3C(=O)N(C)C2c2ccc(OC)cc2)CC1 (stereo not given)	-4	1%	0%	-5%	-0.1	-2%	9%	4	-8%[11.4 µM]

New compounds follow
SMILES	LDHA inh	Vif-APOBEC3G blk	ALOX12 inh	ERG-DNA inh	D2 agonist	Glioma ERSR ind	Vif-APOBEC3F blk	D2 antagonist	RGS4 inhibitor
COc1ccc(C2c3c(ccc4ccccc34)Oc3ncn4nc(CO/N=C/c5ccccc5)nc4c32)cc1 (stereo not given)	-10	-2%	-4%	2%	0.2	3%	0%	-2	12%
COc1ccc(COC(=O)c2ccc(S(=O)(=O)N3CCCCC3)cc2)cc1OC	-3	1%	-1%	25%	0.5	0%	1%	2	-25%
Cc1ccc(-n2nc(C)c3c2OC(N)=C(C#N)C3c2cccs2)cc1 (stereo not given)	-7	-5%	-2%	3%	23	-1%	0%	-7	19%
CC1=Nc2cc(C(=O)N3CCCC3)ccc2Sc2ccc(C)cc21	-2	-6%	5%	8%	0.8	-4%	-6%	-11	-32%
CC(=O)c1cc2c(cc1NC(=O)C1CC=CCC1C(=O)O)OCO2 (stereo not given)	-3	3%	0%	-1%	0.5	-4%	-3%	6	-7%
CCN(CC(=O)NCc1cccs1)C(=O)c1ccc(S(=O)(=O)N(CC)c2ccccc2)cc1	-5&6	7%	2%&-16%	-4%	-0.4	1%	-3%	-8	14%
CC(=O)Nc1ccccc1/C=C/c1ccc2c(C)cc(C)c(O)c2n1	-3	1%	-14%	-1%	1.6	-3%	-1%	-11	-6%
O=C(NC(=S)Nc1ccccc1N1CCOCC1)c1ccc(-c2ccccc2F)o1	-5	-2%	25µM*	7%	-0.2	3%	-1%	-6	-6%
Cc1ccc(OC(C)C(=O)Nc2ccc(Cl)cn2)c([N+](=O)[O-])n1 (stereo not given)	-4	-1%	219%[activator]	-9%	nt	0%	7%	nt	-3%
Cc1nn2c(=O)cc(COC(=O)c3ccc(NC(=O)C(C)(C)C)cc3)nc2s1	1	-12%	-27%	14%	0.5	-5%	-8%	5	-1%
Cc1ccc(C2=NS(=O)(=O)N(C)C(C(=O)NC3CCCC3)=C2)cc1	-3	-1%	2%	-2%	-0.8	-3%	-1%	13	4%
O=C(Cc1ccc(NC(=O)N2CCCCc3ccccc32)cc1)NCc1ccccc1Br	-3	2%	-29%	-4%	-0.9	0%	-11%	nt	5%
O=C(Cc1cccs1)N1CCN(S(=O)(=O)c2cc(Cl)ccc2Cl)CC1	-4	-2%	-4%	-8%	-0.4	1%	5%	3	-30%
COc1ccc(C2NC(=O)NC3=C2CCc2ccccc23)cc1 (stereo not given)	18	?	nt	-3%	0.6	0%	-18%	17	-31%
O=C(Nc1cccc(S(=O)(=O)NC2=NCCC2)c1)c1ccc(C(F)(F)F)cc1	-2	0%	11%	8%	nt	-2%	0%	nt	6%
O=[N+]([O-])c1ccc(N2CCN(Cc3ccc([N+](=O)[O-])o3)CC2)cc1	-12	0%	?	11%	0.7	-2%	-10%	19	-3%
Cc1cccc(N2C(=N)SCC2=O)c1C	-5	2%	0%	-7%	0.9	-3%	3%	1	-13%
COc1ccc(CCNC(=O)CSc2nc(C)cs2)cc1	-7	2%	12%	0%	0.3	-3%	4%	0	3%
FC(F)(F)c1cc(C(F)(F)F)c2ccc(N3CCN(c4ccc(Cl)cc4)CC3)nc2n1	0	-5%	-10%	-3%	-0.5	-1%	-12%	-2	-7%
Fc1ccc2cnc(-c3ccccc3)c(-c3cccc(C(F)(F)F)c3)c2c1	1	-10%	-41%	24%	-1.5	-3%	-8%	6	17%
COc1ccc2sc(NC(=O)c3ccco3)nc2c1	1	-4%	8.9µM*	nt	-0.1	-9%	0%	1	-15%
Cc1c(Cl)c([N+](=O)[O-])nn1CC(=O)NCc1ccco1	-2	-2%	141%[activator]	10%	0.9	-4%	-6%	42*	-8%
COc1cc(OC)c(/C=N/n2c(C)nnc2C)c(OC)c1	-6	-9%	0%	nt	-0.4	-4%	-1%	4	0%

Screening results as filed in PubChem.
